Source: PubChem
MEX-5 binding – MEX-5 zinc finger RNA-binding disruptors – biochemical, C. elegans, fluorescence polarization, MLPCN library, primary screen; MEX-5/FITC-TCR2 RNA binding; hits give low values; activity score (negative = inhibition of binding), % at 10 µM; Zinc finger protein mex-5 (Caenorhabditis elegans), Q9XUB2; 300,000 compounds, 0.38% hits;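 active = inhibition past about -25% in most replicates, and total fluorescence under double the plate's negative control median, limit read from the data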;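 note: 0% = DMSO and -100% = 5 µM competing unlabeled TCR2 RNA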
Fam108B inh – mouse Fam108B serine hydrolase inhibitors, primary screen, counter-screen for RBBP9 inhibitor project, biochemical, fluorescence polarization. 300,000 compounds, 0.33% hits. inhibition, % at 9.51 µM. recombinant Fam108B, FP-Rh probe fluorescence polarization. AID 1947, 2009;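 active = inhibition above the screen mean inhibition plus 3 SD, computed separately per campaign, cut at about 18% in these data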;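 note: inhibitors lower polarization as less probe binds the enzyme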
MCL1-BIM inh – inhibitors of MCL1 binding to BIM-BH3, primary screen, biochemical, fluorescence polarization; Induced myeloid leukemia cell differentiation protein Mcl-1 (Homo sapiens), Q07820; GST-MCL1 / FITC-Bim-BH3 fluorescence polarization; inhibition, % at 10.9 µM; 320,000 compounds, 0.68% hits;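 active = inhibition above the mean inhibition of all tested compounds plus 3 SD, set per campaign, cut at about 40% in these data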;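 note: 0% = DMSO wells and 100% = unlabeled Bim-BH3 peptide control; higher means more loss of mP so more displacement of Bim peptide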
Target sequence (Q07820 whole entry, looked up): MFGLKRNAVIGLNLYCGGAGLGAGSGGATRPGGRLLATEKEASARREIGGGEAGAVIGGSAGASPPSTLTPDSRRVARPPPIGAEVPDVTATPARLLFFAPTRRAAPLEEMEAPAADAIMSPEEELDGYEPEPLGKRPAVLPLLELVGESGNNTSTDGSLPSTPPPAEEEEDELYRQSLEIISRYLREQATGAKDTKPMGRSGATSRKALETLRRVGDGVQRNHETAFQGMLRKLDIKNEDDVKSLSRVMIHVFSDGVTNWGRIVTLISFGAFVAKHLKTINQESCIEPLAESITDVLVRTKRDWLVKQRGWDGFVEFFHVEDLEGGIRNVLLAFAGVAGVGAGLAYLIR
GLD-1 TGE inh – GLD-1/TGE RNA complex disruptors, primary screen, biochemical, fluorescence polarization | 320,000 compounds, 0.44% hits | purified GLD-1 + fluorescein TGE RNA | Female germline-specific tumor suppressor gld-1 (Caenorhabditis elegans), Q17339 | inhibition, % at 5.96 µM;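 active = percent inhibition above a per-plate cutoff, the plate mean of test compounds plus 3 SD, cut at about 30% in these data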;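 note: 0% = DMSO wells with GLD-1 and probe and 100% = wells lacking GLD-1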
TPT1 inhibitor – Candida albicans TPT1 enzyme inhibitors, primary screen, biochemical, fluorescence polarization. 300,000 compounds, 0.81% hits. inhibition, % at 5 µM. AID 1962, 2009. tRNA 2'-phosphotransferase TPT1 (Candida albicans SC5314). recombinant caTPT1, FP RNA substrate dephosphorylation;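 active = inhibition above the mean of all tested compounds plus 3 SD, set per screening campaign, cut at about 24% in these data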;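 note: plate controls were DMSO alone for no effect and ferristatin control at 100 nM for full effect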
PAD4 inh – human PAD4 inhibitors, primary screen, biochemical, fluorescence polarization, 1536-well format. Protein-arginine deiminase type-4 (Homo sapiens), Q9UM07. recombinant PAD4, RCA probe fluorescence polarization. inhibition, % at 6.36 µM. 330,000 compounds, 0.41% hits;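 active = percent inhibition above a cutoff equal to the mean of all tested compounds plus 3 SD, cut at about 15% in these data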;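 note: 0% = PAD4 with RCA probe and DMSO and 100% = probe without PAD4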
Bcl-xL primary – inhibitors of human Bcl-xL, primary screen, biochemical, fluorescence polarization, HTS; Bcl-2-like protein 1 (Homo sapiens), Q07817; GST-Bcl-xL / FITC-Bim BH3 peptide fluorescence polarization; inhibition, % at 10.9 µM; 320,000 compounds, 0.7% hits;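 active = inhibition above the mean of all tested compounds plus 3 SD, cutoff set per campaign, cut at about 30% in these data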;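 note: 0% = DMSO wells and 100% = unlabeled Bim-BH3 peptide competitor; inhibitors lower millipolarization by displacing the labeled peptide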
PME-1 inh – PME-1 inhibitors via competitive probe labeling, primary screen, biochemical, fluorescence polarization, FP-Rh probe, HTS; Protein phosphatase methylesterase 1 (Homo sapiens), Q9Y570; AID 2130, 2009; inhibition, % at 5.9 µM; 320,000 compounds, 0.53% hits; recombinant PME-1;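 active = inhibition above the campaign mean of all compounds plus 3 SD, cut at about 26% in these data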;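 note: competitive labeling of PME-1 active site by serine hydrolase directed probe; 0% = PME-1 with DMSO and 100% = wells lacking PME-1 enzyme; inhibitors block probe labeling so polarization falls and inhibition rises; many of its hits are not listed in these tables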
Target sequence (Q9Y570 whole entry, looked up): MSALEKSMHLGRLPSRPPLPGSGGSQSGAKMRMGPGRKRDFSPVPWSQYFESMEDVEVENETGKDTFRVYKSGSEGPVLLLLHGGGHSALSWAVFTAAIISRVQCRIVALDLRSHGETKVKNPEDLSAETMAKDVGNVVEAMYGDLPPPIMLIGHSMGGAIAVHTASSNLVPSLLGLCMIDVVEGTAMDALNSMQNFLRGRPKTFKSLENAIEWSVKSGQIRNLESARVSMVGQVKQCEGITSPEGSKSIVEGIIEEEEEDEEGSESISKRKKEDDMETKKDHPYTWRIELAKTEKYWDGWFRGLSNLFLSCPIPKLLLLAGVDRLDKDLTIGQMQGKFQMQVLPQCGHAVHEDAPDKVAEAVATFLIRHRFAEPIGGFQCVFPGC
GSTO1 counter – inhibitors of recombinant GSTO1, primary screen, counter-screen for RBBP9 inhibitor project, biochemical, fluorescence polarization | activity-based probe fluorescence polarization | 300,000 compounds, 1.1% hits | inhibition, % at 5.96 µM;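 active = inhibition above the campaign mean inhibition plus 3 SD, cut at about 35% in these data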;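 note: 0% = GSTO1-1 with DMSO and 100% = wells lacking GSTO1-1 enzyme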
Target sequence (P78417 whole entry, looked up): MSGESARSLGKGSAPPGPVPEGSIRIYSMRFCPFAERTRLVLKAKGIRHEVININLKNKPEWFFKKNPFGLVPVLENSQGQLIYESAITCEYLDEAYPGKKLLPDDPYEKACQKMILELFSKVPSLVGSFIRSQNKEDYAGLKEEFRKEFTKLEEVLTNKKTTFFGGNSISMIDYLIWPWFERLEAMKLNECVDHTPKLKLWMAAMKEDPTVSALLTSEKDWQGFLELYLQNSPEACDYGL
The depositor's hits bear a star.

SMILES	MEX-5 binding	Fam108B inh	MCL1-BIM inh	GLD-1 TGE inh	TPT1 inhibitor	PAD4 inh	Bcl-xL primary	PME-1 inh	GSTO1 counter
CC(C)CCOc1ccc(C(=O)O)cc1	0.9	-2	0	-1	-1	-5	-2	2	3
COC(=O)C1CCCN1C(=O)C1CCCN1C(=O)CNC(=O)OCc1ccccc1 (stereo not drawn)	-2.1	3	10	-2	-6	0	9	6	-2
CCOC(=O)c1c(C)c[nH]c1C	-0.6	5	-1	5	2	-3	-4	-7	-6
COc1ccc(OCC(O)CNC(=O)Nc2ccccc2)cc1 (stereo not drawn)	1.2	-3	0	3	-4	2	0	0	0
O=C(NCc1cccc(Cl)c1)c1ccc(S(=O)(=O)Nc2cccc(C(F)(F)F)c2)cc1	2.0	-1	2	3	1	-7	7	-8	-4
CSCCC(NC(=O)COc1ccccc1)C(=O)OCC(=O)c1cc2ccccc2o1 (stereo not drawn)	1.4	0	-20	-11	10	-8	-7	-6	3
Cn1c(C(=O)NCCCN2CCN(c3ccccc3F)CC2)cc2c(=O)n(C)c3ccccc3c21	-0.1	0	2	0	-3	-4	8	-1	8
CC(=O)C1=C(O)C(=O)N(c2ccc(Br)cn2)C1c1cccc([N+](=O)[O-])c1 (stereo not drawn)	0.7	-2	2	2	-5	-1	2	5	1
Cc1ccc2nc(-c3cccnc3)c(NC3CCCCC3)n2c1	0.1	0	10	15	-2	5	8	-4	0
CCOc1nc2c(c(-c3cccs3)c1C#N)Cc1ccccc1-2	2.4	0	0	-3	-1	-3	5	-4	7
CCOC(=O)C1=C(c2ccccc2)NC(=O)NC1c1ccc(OC)cc1 (stereo not drawn)	-0.3	-1	-11	-7	-2	0	-7	-7	-5
CC(C)(C)C1CCC(OC(=O)C[N+]2(C)CCCC2)CC1 (stereo not drawn)	2.2	-1	-20	4	-1	1	-7	0	13
Cc1ccc(CNC(=O)C2CCCN(S(=O)(=O)c3c(C)[nH]c(=O)[nH]c3=O)C2)cc1 (stereo not drawn)	0.4	2	-1	7	-1	-2	3	-6	5
O=C(NCc1cccnc1)C1CCC(CNS(=O)(=O)c2cccc3nsnc23)CC1 (stereo not drawn)	2.0	-5	0	-4	-1	-5	8	-3	-8
CCC(CC)C(=O)Nc1cccc(C(=O)Nc2ccc3c(c2)OCO3)c1	-1.3	-5	10	5	-3	-1	7	-1	5
O=C(CCCN1C(=O)CCC1=O)Nc1ccc(Br)cc1F	0.1	6	15	2	-3	3	3	4	13
CCn1cnc2sc(-c3ccccc3)cc2c1=O	-0.9	3	5	6	-4	2	7	5	11
COC(=O)c1cc(Br)c(=O)n(CCC2=CCCCC2)c1	3.2	2	9	2	-8	-1	6	0	1
Cc1ccc(N(CC(=O)N2CCN(c3ccc(F)cc3)CC2)S(=O)(=O)c2c(C)noc2C)cc1	2.0	3	8	-1	-1	-2	6	-3	0
CCOC(=O)CSc1nccc(N(C)C)c1C#N	-1.4	-1	-13	-2	2	-3	3	-1	-9
CCc1ccc(N2C(=O)CN(Cc3sccc3C)C2=S)cc1	2.1	-1	3	1	-3	-1	6	5	10
O=C(Nc1cccc(Cl)c1)Nc1ccc(Cl)cn1	0.7	8	7	4	-1	-2	4	-2	1
O=C(c1ccccc1)N1CCN(C(=O)c2cccnc2)CC1	-0.2	-1	2	4	-1	0	2	-2	-3
COc1ccc(-n2nc(C(=O)NCC(=O)NCCCN3CCOCC3)c3ccccc3c2=O)cc1Cl	2.5	4	0	-5	1	-1	0	-1	3
CC(C)c1ccc(/C=C/C(=O)O)cc1	-0.5	-3	-1	3	0	-1	-6	-8	-2
CC(=O)Nc1cc(C(F)(F)F)ccc1N1CCOCC1	-3.7	4	5	5	1	-5	-1	2	3
COc1ccc(CC(=O)N2CCCc3ccccc32)cc1OC	-0.8	-4	-5	-3	-3	0	-6	4	1
CC(C)(C)c1cc(NC(=O)COC(=O)c2ccc(O)cc2O)n(-c2ccccc2)n1	-2.8	3	-13	10	-2	3	-5	-2	34
COc1ccc(-c2nc3ncccc3o2)cc1NC(=O)c1cccs1	1.1	4	2	0	-1	3	5	1	-2
COc1cc(C(=O)Nc2nnc(C3=COCCO3)o2)cc(OC)c1OC	-1.5	-3	12	-1	1	-8	6	3	-4
c1ccc(CSc2snnc2-c2ccccc2)cc1	-2.0	0	-5	3	-1	-3	3	-3	4
O=C(C1CC2CCC1C2)N1CCN(Cc2ccc3c(c2)OCO3)CC1 (stereo not drawn)	-1.4	-1	6	2	-2	-5	2	3	9
Cc1csc2c(=O)sc(NC(=O)c3ccc(F)cc3Cl)nc12	-2.8	-6	-1	8	-3	0	0	-3	-15
Cn1c(CSCc2ccccc2)nnc1SCC(=O)Nc1nccs1	1.6	0	2	6	-2	-1	2	-2	14
COc1ccc(CN2CCSCC2)cc1C	-2.0	14	6	-5	-5	2	4	5	10
N/C(=N\OC(=O)c1cccnc1)c1ccc(Cl)cc1Cl	2.3	1	-4	8	0	-2	0	-2	-4
COCC(=O)Nc1ccccc1NC(C)=O	-0.5	3	3	3	-1	0	2	-4	7
Cc1ccc2c(CC(=O)OCC(=O)N(CC(C)C)c3c(N)n(Cc4ccccc4)c(=O)[nH]c3=O)coc2c1	2.6	3	-13	-7	5	-6	-8	-1	5
O=C1CC(C(=O)Nc2ccccc2)N=C(N2CCCCC2)N1 (stereo not drawn)	1.0	0	-2	1	-2	2	2	-4	0
C(=N\n1cnnc1)/c1ccc(N2CCOCC2)cc1	-0.5	0	-1	2	-1	-6	-3	-6	1
CCOc1ncccc1C(=O)OC(C)C(=O)Nc1ccc(CC)cc1 (stereo not drawn)	1.4	-2	11	-3	4	2	1	7	5
Cc1nn2c(=O)cc(CSCC(=O)Nc3ccccc3F)nc2s1	-0.1	-7	-1	-7	0	-9	0	4	4
CC1CCN(C(=O)c2cccc(S(=O)(=O)N3CCCc4ccccc43)c2)CC1	0.2	1	5	4	-2	3	0	-1	5
COc1cccc(Oc2ccc(N)cc2)c1	1.0	-6	7	1	0	-2	7	-8	10
NC(=O)c1cc(S(=O)(=O)NCc2cccs2)cs1	-3.6	-1	-8	-1	2	-3	-2	-3	11
Cc1ccc(C)c(NC(=S)N2CCC(NC(=O)c3ccco3)CC2)c1	1.5	-1	-2	0	-2	2	2	3	3
Cc1sc2nc(CSC(C)C(=O)Nc3ccc(C(N)=O)cc3)[nH]c(=O)c2c1C (stereo not drawn)	0.0	9	4	5	8	-6	6	-4	-7
CCCCN1C(=O)C2(NNc3ccccc3O2)c2ccccc21 (stereo not drawn)	-3.5	10	-80	-22	91*	-5	-27	7	16
O=C(CSc1n[nH]c(=O)[nH]c1=O)N/N=C/C=C\c1ccccc1	0.3	-1	0	-5	0	-3	-1	-2	13
Cc1ccc(C)c(N(CC(=O)NCC2CCCO2)C(=O)CCC(=O)Nc2nccs2)c1 (stereo not drawn)	-0.2	0	1	8	0	-2	1	-2	-2
CSCCC(NC(=O)c1cc(CC(C)C)oc1C)C(=O)O (stereo not drawn)	-1.2	2	8	8	-4	5	4	6	3
Cc1ccc(OCC(O)CN2CCN(Cc3ccc4c(c3)OCO4)CC2)c(C)c1 (stereo not drawn)	1.5	1	4	-8	-3	-2	6	2	6
O=C(NCCCn1ncc2ccccc21)c1cc(COc2c(F)cccc2F)on1	-0.2	2	-2	2	-3	0	8	-6	-4
Oc1ccc(-c2nc3cnccn3c2Nc2ccc3c(c2)OCCO3)cc1	-0.2	-2	6	5	-4	2	6	5	7
CSCCC(NC(=O)c1ccccc1Cl)C(=O)N(C)CC(=O)Nc1ccc(N2CCOCC2)cc1 (stereo not drawn)	0.8	0	1	0	4	0	3	4	1
C=CCn1c(SCC(=O)N2CCN(c3ccccc3)CC2)nnc1-c1ccco1	1.0	-4	-2	9	1	0	-1	-9	2
Cc1cccc(C)c1OCc1cc(C(=O)N2CCC(c3ccccc3)CC2)no1	-0.9	1	4	0	5	2	-1	-8	2
COc1ccc(OC)c(CN2CCN(C(=O)c3cccs3)CC2)c1	-0.9	3	6	1	1	0	5	2	-2
CCc1nnc(NC(=S)Nc2ccccc2)s1	-2.5	0	16	-6	-2	0	10	-5	14
C=CCNC(=O)C1CC1(c1cccc(C)c1)c1cccc(C)c1 (stereo not drawn)	-0.5	2	-1	1	-3	-3	3	0	-7

Next results.
SMILES	MEX-5 binding	Fam108B inh	MCL1-BIM inh	GLD-1 TGE inh	TPT1 inhibitor	PAD4 inh	Bcl-xL primary	PME-1 inh	GSTO1 counter
O=C(NCc1ccc(Cl)cc1)C1CCCO1 (stereo not drawn)	0.7	1	1	-3	-2	-3	8	-2	0
CCCCCCSc1ccc(-c2nc3ccccn3c2NCCCC)cc1	2.8	8	9	6	-3	3	11	9	0
CCc1c(O)nc(SCC(=O)c2ccccc2)n(-c2ccccc2)c1=O	-2.2	-2	10	2	2	1	5	3	2
Nc1c(C(=O)N2CCOCC2)sc(=S)n1-c1ccccc1	1.7	3	1	1	-1	2	6	-1	2
Cc1cc(NC(=O)/C=C/C(=O)N(CC(=O)NC2CCCC2)c2ccc(F)cc2)no1	0.7	7	3	-14	-2	2	4	4	-6
Cc1cc(C)c(C)c(OCC(=O)O/N=C(\N)c2ccncc2)c1	-0.4	-4	-3	2	2	-4	-1	-2	11
CC(=O)NCCNC(=O)c1ccc2c(c1)S(=O)(=O)c1ccccc1C2=O	0.6	4	3	5	1	1	6	-1	9
COc1ccc(N2CCN(c3nc4ccccn4c(=O)c3/C=C(\C#N)S(=O)(=O)c3ccccc3)CC2)cc1	0.0	2	4	-4	2	2	8	2	5
COCCN(C(=O)COC(=O)CCC(=O)c1ccc(C)cc1)c1c(N)n(Cc2ccccc2)c(=O)[nH]c1=O	-1.4	-1	-4	1	3	-3	-2	2	1
O=C(Nc1ccc(S(=O)(=O)Nc2ncccn2)cc1)c1cnc(Cl)c(Cl)c1	-8.4	2	1	-6	5	6	-4	-6	-1
CC1=NN(c2ccccc2)C(=O)/C1=C\c1c(C)[nH]n(-c2ccccc2)c1=O	-0.2	3	0	2	-2	-2	1	-1	-2
COc1ccccc1C(=O)COC(=O)CCCN=C1NS(=O)(=O)c2ccccc21	3.4	-1	4	5	2	2	0	-7	5
CC(CC(=O)N(C)CC(=O)Nc1ccc(N2CCOCC2)cc1)c1ccccc1 (stereo not drawn)	2.5	-2	0	4	-3	5	2	-3	12
CNc1nc(Oc2ccc(C(=O)OC)cc2)nc(SC)n1	-1.5	3	2	-1	-3	-2	3	-2	3
CCC1=NNC(=O)C(CC(=O)Nc2ccccc2)c2cc(OC)c(OC)cc21 (stereo not drawn)	-2.0	-6	8	0	2	0	6	8	3

Only part of the results is shown, so the mix of outcomes need not match the whole.
